NR2E3 ag-1 – agonists of human NR2E3 nuclear receptor; Q9Y5X4; CHO-S Gal4-NCOR/VP16-NR2E3 two-hybrid, luciferase; inhibition of corepressor binding, % at 3.98 µM; 360,000 compounds, 0.35% hits; AID 602229;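 active means inhibition above the mean of all tested compounds plus 3 SD, cut at about 70% in these data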;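 further: 0% = DMSO with NR2E3 transfected cells and 100% = cells lacking NR2E3 construct; higher means lower luciferase signal from less NR2E3 corepressor binding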
Target sequence (Q9Y5X4 whole entry, looked up, the tested form may be a part): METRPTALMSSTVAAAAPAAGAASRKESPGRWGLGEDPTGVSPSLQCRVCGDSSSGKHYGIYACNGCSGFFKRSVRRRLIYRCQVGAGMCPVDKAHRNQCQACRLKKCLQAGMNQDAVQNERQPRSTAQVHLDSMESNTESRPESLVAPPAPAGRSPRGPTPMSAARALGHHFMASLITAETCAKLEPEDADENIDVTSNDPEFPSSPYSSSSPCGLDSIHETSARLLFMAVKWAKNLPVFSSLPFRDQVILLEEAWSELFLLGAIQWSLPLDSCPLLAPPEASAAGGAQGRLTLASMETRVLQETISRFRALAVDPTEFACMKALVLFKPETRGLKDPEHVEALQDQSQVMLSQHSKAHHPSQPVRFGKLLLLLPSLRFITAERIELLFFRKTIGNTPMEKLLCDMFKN
HIF-2a block – blocks HIF-2a reporter activity; 786-0 RCC cells HIF-2a reporter, luciferase luminescence, overnight; inhibition, % at 18.8 µM; 360,000 compounds, 0.72% hits; AID 624352;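 active means inhibition of the luminescence signal of 40% or more relative to plate controls, in a single-dose primary screen at 18.75 µM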
Vif inh – inhibitors of HIV Vif; HEK293T cells, Vif self-association by quenched fluorescence, imaging, 24 h; inhibition, % at 7.49 µM; AID 602346; 340,000 compounds, 0.35% hits; in the data active means inhibition above about 50%, passing the limit was not always enough; further: some results filed as inactive read as strong as hits
CF NFkB inh – inhibitors of cystic fibrosis induced NF-kB; KKLEB NF-kB-GFP reporter, PAF-induced, GFP fluorescence overnight; inhibition, % at 5 µM; 360,000 compounds, 0.86% hits;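 active means at least 50% inhibition at 5 µM, scaled per plate between neutral and stimulator controls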;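 further: PAF is a Pseudomonas aeruginosa culture filtrate used as stimulus; plate controls were PAF-stimulated DMSO wells for no effect and unstimulated DMSO wells for full effect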
MITF TRPM1 inh – MITF TRPM1 promoter inhibition in SK-MEL-5 cells | SK-MEL-5 TRPM1 promoter luciferase, 24 h | inhibition, % at 12.5 µM | 330,000 compounds, 0.83% hits;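 active means mean inhibition across replicates of 60% or more, whatever share of single replicates reaches that level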; further: values of inactives mirror those of a sister screen read the other way
PDI turbidity – inhibitors of human protein disulfide isomerase; 350,000 compounds, 0.052% hits; inhibition, % at 10 µM; P07237; PDI insulin aggregation turbidity, A650, 90 min;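 active means mean inhibition across replicates of 30% or more, whatever share of single replicates reach that level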;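 further: absorbance from insulin aggregation driven by PDI reduction with DTT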
Target sequence (P07237 whole entry, looked up): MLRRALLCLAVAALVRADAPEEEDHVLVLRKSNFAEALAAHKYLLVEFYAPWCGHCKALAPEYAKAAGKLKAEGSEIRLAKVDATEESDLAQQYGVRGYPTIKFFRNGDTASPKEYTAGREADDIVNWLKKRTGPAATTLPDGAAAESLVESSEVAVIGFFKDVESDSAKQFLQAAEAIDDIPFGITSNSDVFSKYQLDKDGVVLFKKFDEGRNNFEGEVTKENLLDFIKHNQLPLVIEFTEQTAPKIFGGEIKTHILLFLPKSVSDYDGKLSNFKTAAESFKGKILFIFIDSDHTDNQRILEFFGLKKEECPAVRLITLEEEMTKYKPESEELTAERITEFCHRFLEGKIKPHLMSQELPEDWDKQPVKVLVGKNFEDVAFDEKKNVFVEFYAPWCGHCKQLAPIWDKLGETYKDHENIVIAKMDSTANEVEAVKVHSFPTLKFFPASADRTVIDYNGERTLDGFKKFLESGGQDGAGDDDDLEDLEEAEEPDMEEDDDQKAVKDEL
Peg3 prom inh – reduces Peg3 promoter-driven luciferase expression in HeLa. inhibition, % at 20 µM. HeLa PEG-Prom luciferase reporter, luminescence, overnight. 360,000 compounds, 1.7% hits;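 active means inhibition of at least 50% at 20 µM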
NR2E3 ag-2 – NR2E3 (human) agonism; AID 2300; 320,000 compounds, 0.12% hits; Q9Y5X4; inhibition of corepressor binding, % at 4.78 µM; GST-NR2E3/biotin-RetCOR TR-FRET, 1536-well;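 active means percent inhibition above the cutoff of mean plus 3 SD of all tested compounds, set per screening campaign, cut at about 20% in these data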;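 further: 0% = DMSO wells and 100% = biotin wells as full block of FRET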
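Material: NR2E3–RetCOR corepressor complex | Quantity: 1.35 nM GST-tagged NR2E3 final | Schedule: 5 h at 4 °C | Replication: Singlicate compound wells | Reagent: RetCOR corepressor, biotinylated, 7 nM | Controls: Biotin wells as high control, 0.6% DMSO wells as low control | Signal: TR-FRET, Eu(K)-anti-GST donor, streptavidin-D2 acceptor, ex 340, em 617/671 nm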
CaV13 ICDI inh – Disruptors of the CACNA1D IQ motif to Ca2+-dependent inactivation inhibitor domain association, primary screening, Förster resonance energy transfer in intact living …; HEK cells, CFP/YFP FRET ICDI-IQ, plate reader, 10 min; percent FRET-ratio fall versus neutral wells; inhibition, % at 12.3 µM; 340,000 compounds, 0.098% hits; AID 743397;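 active means mean replicate inhibition of at least 30% and at least 1% of replicates passing that level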;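 further: 0% = median of the neutral control wells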
Shn3 inh set2 – inhibitors of Schnurri-3 3'UTR reporter in osteoblasts; Clone20 osteoblast Shn3 3'UTR firefly luciferase, 24 h; 360,000 compounds, 0.52% hits; inhibition, % at 12.5 µM; AID 588674;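 active means mean inhibition of at least 75% with every replicate also reaching 75%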;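 further: 0% = median of neutral control wells and 100% = pilot-screen positive control compound; some compounds past the cut are filed as inactive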
KKLEB cytotox – reduces viability of KKLEB cystic fibrosis airway cells | KKLEB CF airway cells viability, ATPlite luminescence, overnight; active compounds read low; cells stimulated with P. aeruginosa culture filtrate | activity change (cytotoxicity), % at 5 µM | 360,000 compounds, 0.36% hits;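 active means corrected activity change at or below -50% at 5 µM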
* = called active by the depositor; x = no result given.

SMILES	NR2E3 ag-1	HIF-2a block	Vif inh	CF NFkB inh	MITF TRPM1 inh	PDI turbidity	Peg3 prom inh	NR2E3 ag-2	CaV13 ICDI inh	Shn3 inh set2	KKLEB cytotox
O=C(CCN=C1NS(=O)(=O)c2ccccc21)OCc1nnc(-c2ccc([N+](=O)[O-])cc2)o1	-31	-13	25	-22	9	1	3	x	-7	-8	8
CCCC(=O)N1CCN(c2nc3c(OC)ccc(Cl)c3s2)CC1	-15	-7	14	-2	-6	-5	-17	2	-6	-15	-4
O=[N+]([O-])c1cc(S(=O)(=O)N2CCCCCC2)ccc1F	11	94*	1	51*	93*	6	102*	-1	-2	8	-26
Cc1cnc(CNC(=O)C2CCC(=O)N(CCc3cccc(F)c3)C2)[nH]1 (configuration not stated)	-11	-1	16	-21	4	10	0	2	-5	-12	10
O=C(Nc1ccnn1C1CCN(C2CCCC2)CC1)c1ccccc1Cl	-13	-1	11	2	-6	4	19	0	-2	-9	-5
CC(C)(CC(=O)O)CC(=O)NCc1c(Cl)cccc1Sc1ccc(Cl)cc1	10	15	-2	-5	x	10	19	1	-5	-10	7
CN(C)Cc1ccccc1COc1ccccc1	-14	21	-1	-8	5	-4	-2	2	-2	-15	4
CCCC(=O)Nc1ccc2nc(SCC(=O)N3CCCC3)sc2c1	-19	-27	0	-12	-12	1	-16	-3	-18	-9	4
COc1cccc(OCCn2c(C)c(/C=N/n3cnnc3)c3ccccc32)c1	17	-4	-14	-7	-11	1	16	-3	x	31	-17
COc1cc(C(=O)O/N=C(\N)c2ccccn2)cc(OC)c1OC	-25	-40	-2	-25	-30	8	-25	-1	2	-30	6
O=C(NCCc1cccnc1)c1cc(COc2ccc(F)cc2F)on1	-33	-14	-8	0	-8	-4	-31	0	-3	20	8
O=c1cc(NCc2ccccc2)nc2n1CCCS2	-23	-1	12	8	11	-2	-6	-1	-4	10	2
O=[N+]([O-])c1cccc(-c2ccc(SCc3ccccn3)nn2)c1	-95	-233	-6	3	-71	-1	-248	2	-2	-55	-19
CC(NC(=O)COc1cc(=O)n(C)c2ccccc12)c1ccc2c(c1)OCCO2 (configuration not stated)	-6	19	-12	7	2	-3	-15	-1	-6	-9	6
CC1(C(=O)Nc2cccnc2)Cc2c(-c3cccc(C(F)(F)F)c3)ccnc2O1 (configuration not stated)	3	19	-1	12	x	0	38	x	-6	5	2
COc1ccc(Cl)cc1-c1cc(C(=O)Nc2ccc(F)cc2)[nH]n1	1	1	-4	10	x	6	5	x	-7	1	-17
Cc1ccc(S(=O)(=O)N2CCCC(C)C2)cc1 (configuration not stated)	-18	23	2	16	12	-2	9	1	-4	0	-2
COCCC(=O)N(Cc1ccc2c(c1)OCO2)C(C(=O)NC1CCCCC1)c1ccncc1 (configuration not stated)	-11	1	-8	-4	1	14	-6	-4	-5	-6	-11
CCn1ncc(C2=NOC(C(=O)NCc3ccc(Cl)cc3)C2)c1C (configuration not stated)	-2	8	-5	0	38	7	2	1	-9	19	-27
CCOC(=O)c1sc(NC(=O)CSc2nc3c(cc2C#N)CCCCCC3)c(C#N)c1C	14	-2	-2	31	17	-2	2	1	-4	11	-28
O=C(Nc1ccc(S(=O)(=O)NC2=NCCCCC2)cc1)c1ccco1	-26	9	-10	-12	17	-7	-1	1	-6	-4	19
O=c1cc(O)n(C2CCCCCC2)c(=O)[nH]1	-1	7	-9	-1	-9	10	-2	-2	-4	-5	6
O=C(O)COn1c(-c2ccc(Cl)cc2)nc2ccc(Cl)cc21	-132	-188	26	-11	-46	-4	-136	-4	-5	-8	5
CCOC(=O)N1CCN(C(=S)NC(=O)c2cncc(Br)c2)CC1	-8	-7	6	3	10	-5	-11	0	-5	-11	4
Cc1csc(NC(=O)CSc2nnc(-c3ccoc3C)n2C(C)c2ccccc2)n1 (configuration not stated)	-15	12	-1	-5	5	9	1	4	-5	19	7
O=C(C1=C[C@H](c2ccc(Br)cc2)C[C@H](OCc2ccc(CO)cc2)O1)N1CCOCC1	-20	4	-1	17	-8	2	-2	2	-12	13	3
Nn1c(SCC(=O)Nc2nnc(-c3ccccc3)o2)nnc1C1CC1	9	16	4	-8	-1	-1	12	0	-5	4	0
O=C(c1ccc(NC2=NC3CS(=O)(=O)CC3S2)cc1)N1CCN(c2ccc([N+](=O)[O-])cc2)CC1 (configuration not stated)	-7	2	1	1	-6	10	7	-1	-6	-8	8
COC(=O)C1=C(C)N=C2SC(C#N)=C(N)N2C1c1cccc(OC)c1 (configuration not stated)	5	7	-1	-1	-12	-1	8	-1	-7	2	-11
Cc1ccc(C(C[N+](=O)[O-])c2c(C)cc3ccccn23)cc1 (configuration not stated)	6	7	3	16	40	1	27	1	-7	-7	9
CC(=O)OC1C=CCC2C(=O)c3cccc(O)c3C(O)C12 (configuration not stated)	-8	1	3	-16	-7	-6	3	x	-4	8	16
CC(C(O)C12CC3CC(CC(C3)C1)C2)N1CCCCC1 (configuration not stated)	20	7	-6	-6	-15	6	3	0	-3	5	-2
Cc1ccc(S(=O)(=O)N(C)C)cc1NC(=O)COC(=O)C1=COCCO1	11	0	-4	19	-12	4	19	0	-6	-5	3
NNC(=O)/C(=C\c1ccco1)NC(=O)c1ccco1	-20	22	-7	-4	4	-31	-9	0	-2	-44	-7
COc1cc(NC(=O)C2COc3ccccc3O2)c(OC)cc1Cl (configuration not stated)	-5	-37	-16	-7	-14	-3	-22	-2	-5	10	0
CCC(=O)N/N=C(\C)CC(=O)Nc1ccc2c(c1)OCCO2	6	0	4	-13	5	5	9	-5	4	4	14
Cc1ccc(C(=O)COc2nc(C)nc3ccccc23)cc1	-5	8	-7	13	-3	1	12	-2	5	-5	0
CC(=O)Nc1ccc(S(=O)(=O)NCC(=O)OCC(=O)NCc2ccco2)cc1	-8	7	0	6	8	-6	-1	5	-5	-13	8
O=C(c1cc2ccccc2oc1=O)N(Cc1ccccc1F)C1CCS(=O)(=O)C1 (configuration not stated)	-8	-129	-3	6	-39	-3	-164	0	-3	-71	7
Cc1csc(NC(=O)CCS(=O)(=O)c2ccc(Br)cc2)n1	10	11	4	6	17	-11	4	3	-1	-4	4
CCOc1ccc(CN(C)C(=O)c2cccc(S(=O)(=O)Nc3ccccc3OC)c2)cc1OC	7	4	-2	13	x	-25	-1	x	-6	22	-4
Cc1ccc(C(=O)N(CCc2ccccc2)Cc2ccccc2)cc1S(=O)(=O)N1CCCCC1	-15	-2	-1	13	3	7	13	-1	-6	55	-2
COc1ccc(N(Cc2ccccc2)S(=O)(=O)c2cc(C(=O)O)ccc2Cl)cc1	-27	9	-7	-2	7	0	-6	-1	-3	2	1
Cc1ccc2cc(C3CC(c4ccco4)=NN3S(C)(=O)=O)c(Cl)nc2c1 (configuration not stated)	11	-9	3	-62	8	-3	7	-3	-1	12	14
O=C1CCc2cc(S(=O)(=O)NCc3ccccc3)cc3c2N1CC3	-6	2	1	-11	-2	2	9	0	-5	8	9
COc1cccc(NC(=O)CCSc2ccc3ccccc3n2)c1	-20	-93	6	10	14	1	-55	0	-7	-32	10
COC(=O)C1=C(C)N(CCc2ccc(OC)c(OC)c2)C(=O)/C1=C\c1ccc(O)cc1	-5	21	4	6	2	16	6	-1	-3	-2	-4
NC(=O)c1ccc(OCC(=O)N2CCNC2=O)cc1	2	7	-14	19	11	-7	-1	x	-6	-5	1
CC1(CCBr)C(=O)N(c2ccccc2)c2ccccc21 (configuration not stated)	-9	18	2	2	-7	-5	24	5	-6	-1	-8
O=S(=O)(Nc1nc2c(s1)CCCC2)c1ccc(Br)cc1	17	-22	-15	2	-1	3	9	3	2	2	5
C(=N\Nc1ccccc1)/c1ccc(N2CCOCC2)cc1	-60	-215	-1	-12	-107	0	-299	1	x	-71	8
CCOc1ccc(Cc2c(Cl)nc(N)nc2Cl)cc1	-36	7	-3	17	-7	-5	13	7	x	-8	-13
CN1CCN(CCCNC(=O)CCc2nnc3n(Cc4ccccc4Cl)c(=O)c4ccccc4n23)CC1	-6	-7	-3	-8	2	4	-6	-2	-5	0	-8
CN(CCN1CCOCC1)C(=O)CC1C(=O)NCCN1Cc1ccccc1C(F)(F)F (configuration not stated)	8	7	5	15	-13	-2	-7	-5	-4	3	-6
CCOc1cnn(-c2ccccc2)c(=O)c1Cl	-25	-6	-5	-7	14	13	22	1	-5	-1	13
Cc1ccc(-c2nnn(CC(=O)N(Cc3cccs3)C(C(=O)NC(C)(C)C)c3ccc(C)o3)n2)o1 (configuration not stated)	2	13	-6	-15	6	-1	3	-2	-5	19	4
Cc1ccccc1-c1nnn(C/C(N)=N/O)n1	10	12	-11	-15	14	11	7	-2	-2	-3	-4
CC(=O)NC1C(=O)N(CCN2CCOCC2)c2ccc(C)cc21 (configuration not stated)	-31	-9	-2	-3	x	1	-8	-4	x	-22	-3
O=C1CCC(C(=O)N2CCN(c3ccc(F)cc3)CC2)CN1CC1CCCCC1 (configuration not stated)	-17	-7	-3	1	6	-4	-9	-3	-7	10	1
NC(N)=NCCCc1cn(CC(=O)N2CCNCC2)nn1	7	5	4	3	-6	0	-8	-1	-4	-14	-11
Next structures follow.
SMILES	NR2E3 ag-1	HIF-2a block	Vif inh	CF NFkB inh	MITF TRPM1 inh	PDI turbidity	Peg3 prom inh	NR2E3 ag-2	CaV13 ICDI inh	Shn3 inh set2	KKLEB cytotox
CC(C)(C)NC(=O)C12CC3CC(CC(Cl)(C3)C1)C2	-1	6	0	4	-10	-10	-8	4	-3	20	1
Nc1c(C(=O)Nc2ccc(S(=O)(=O)N3CCCC3)cc2)sc2nc3ccc(OC(F)(F)F)cc3cc12	-15	-129	96*	35	83*	-9	-36	1	-6	61	-37
O=C(O)C1CCCCC1C(=O)NCc1cn2ccccc2n1 (configuration not stated)	-5	4	-4	22	1	x	-10	1	-7	-37	-3
CON(C)c1nc(OCCNC(=O)OCc2ccc(Cl)cc2Cl)nc(N(C)C)n1	-2	4	3	-8	0	17	6	-4	-5	9	24

Screening results deposited in PubChem by several laboratories.
